ASK1 primary – inhibitors of human ASK1 kinase | AID 1159602 | inhibition, % at 7.44 µM | actives 0.99% (n = 22,000) | AlphaScreen MKK6 phosphorylation by ASK1, luminescence; in the data active = inhibition above about 35%;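 also: 0% = median of compound wells and 100% = no enzyme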
Target sequence (Q99683 whole entry, looked up): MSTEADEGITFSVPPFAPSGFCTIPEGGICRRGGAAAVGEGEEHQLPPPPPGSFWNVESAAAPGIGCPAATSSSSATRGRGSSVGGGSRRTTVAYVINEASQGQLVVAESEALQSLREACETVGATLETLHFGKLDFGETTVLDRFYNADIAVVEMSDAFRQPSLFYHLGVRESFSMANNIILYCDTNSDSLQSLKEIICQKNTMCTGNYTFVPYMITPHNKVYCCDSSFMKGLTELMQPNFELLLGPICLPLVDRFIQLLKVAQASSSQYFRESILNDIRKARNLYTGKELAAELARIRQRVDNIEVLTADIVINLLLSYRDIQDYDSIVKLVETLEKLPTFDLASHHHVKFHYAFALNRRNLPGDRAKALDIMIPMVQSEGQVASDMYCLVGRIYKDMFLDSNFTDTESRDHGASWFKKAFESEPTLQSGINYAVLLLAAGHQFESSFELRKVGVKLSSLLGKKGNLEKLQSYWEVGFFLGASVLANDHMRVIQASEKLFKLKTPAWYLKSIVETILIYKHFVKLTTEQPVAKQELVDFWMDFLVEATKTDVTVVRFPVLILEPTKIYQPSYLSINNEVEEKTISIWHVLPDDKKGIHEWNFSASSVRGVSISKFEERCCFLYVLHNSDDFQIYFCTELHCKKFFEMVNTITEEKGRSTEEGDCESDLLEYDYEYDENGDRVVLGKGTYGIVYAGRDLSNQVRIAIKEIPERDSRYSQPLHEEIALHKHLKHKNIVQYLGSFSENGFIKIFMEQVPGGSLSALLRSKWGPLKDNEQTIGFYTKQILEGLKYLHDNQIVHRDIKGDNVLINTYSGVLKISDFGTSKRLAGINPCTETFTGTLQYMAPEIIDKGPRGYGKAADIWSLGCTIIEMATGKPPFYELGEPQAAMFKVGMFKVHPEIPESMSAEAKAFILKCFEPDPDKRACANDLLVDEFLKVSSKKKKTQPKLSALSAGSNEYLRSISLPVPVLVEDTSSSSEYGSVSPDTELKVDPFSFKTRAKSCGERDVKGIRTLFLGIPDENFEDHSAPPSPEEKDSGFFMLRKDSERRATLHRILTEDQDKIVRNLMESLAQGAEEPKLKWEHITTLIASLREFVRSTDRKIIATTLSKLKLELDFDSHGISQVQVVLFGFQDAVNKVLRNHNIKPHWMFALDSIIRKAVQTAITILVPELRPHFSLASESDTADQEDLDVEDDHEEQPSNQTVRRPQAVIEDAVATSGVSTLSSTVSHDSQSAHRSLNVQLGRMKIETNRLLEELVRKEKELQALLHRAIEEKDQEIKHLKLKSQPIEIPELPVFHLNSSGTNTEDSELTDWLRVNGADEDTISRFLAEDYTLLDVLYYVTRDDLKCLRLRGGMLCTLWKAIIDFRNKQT
ULK1 inh – human ULK1 kinase inhibition, primary screen; AlphaScreen Atg13 phosphorylation by ULK1, luminescence; inhibition, % at 5.96 µM; AID 1259251; O75385; actives 1.9% (n = 30,000); in the data active = inhibition above about 43%;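 also: 0% = median of compound wells and 100% = no enzyme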
* = called active by the depositor; . = not tested or not shown.

ASK1 primary	ULK1 inh	canonical_smiles
-4	0	Cc1ncn(-c2ccc(Nc3nccc(Nc4cccc(N)c4)n3)cc2)n1
.	7	CSc1cccc(C(=O)Nc2nc3c(s2)CN(Cc2ccccc2)CC3)c1
-6	19	O=C(NCc1cccnc1)c1ccc2nc(NCc3ccc4c(c3)OCO4)sc2c1
-7	12	O=C(Cc1cn(-c2ccc(Cl)nn2)c2ccccc12)NC1CCN(Cc2ccccc2)CC1
8	10	COc1cc(Nc2nc(NCCCN3CCCC3=O)nc3nc[nH]c23)cc(OC)c1OC
-6	-4	Cc1cc(NC2CCN(Cc3ccccc3)CC2)nc(-c2cccs2)n1
-1	8	O=C(NCCCN1CCCC1=O)c1ccnc(NCc2ccc3c(c2)OCO3)c1
4	3	O=C(NC1CC1)c1ccc(-c2nc(Nc3ccc(Oc4ccccc4)cc3)c3ncn(-c4ccccc4)c3n2)cc1
.	-6	CCOC(=O)C(=O)Nc1sc(C(=O)N(CC)CC)c(C)c1C#N
1	-5	CCN(CC)C(=O)C1CCCN(c2nc(Nc3ccc(Oc4ccccc4)cc3)c3ncn(-c4ccccc4)c3n2)C1 (centres undefined)
3	3	O=C(NC1CC1)c1ccc2nc(Nc3ccc(-n4ccnc4)cc3)sc2c1
.	-2	Cc1c(C=Nc2ccc(Cl)cc2)c(O)n(C)c(=O)c1C#N

As a short view, part of the list above.
ASK1 primary	ULK1 inh	canonical_smiles
1	-5	CCN(CC)C(=O)C1CCCN(c2nc(Nc3ccc(Oc4ccccc4)cc3)c3ncn(-c4ccccc4)c3n2)C1 (centres undefined)
3	3	O=C(NC1CC1)c1ccc2nc(Nc3ccc(-n4ccnc4)cc3)sc2c1
.	-2	Cc1c(C=Nc2ccc(Cl)cc2)c(O)n(C)c(=O)c1C#N

Of the compounds above, 2 contain a cyano group.
ASK1 primary	ULK1 inh	canonical_smiles
.	-6	CCOC(=O)C(=O)Nc1sc(C(=O)N(CC)CC)c(C)c1C#N
.	-2	Cc1c(C=Nc2ccc(Cl)cc2)c(O)n(C)c(=O)c1C#N

More compounds
ASK1 primary	ULK1 inh	canonical_smiles
-18	9	CC(C)n1cnc2c(NC3CC3)nc(NCCN3CCOCC3)nc21
13	-8	CC(C)n1cnc2c(NCCOc3ccccc3)nc(NCc3ccc4c(c3)OCO4)nc21
-2	0	CN1CCN(c2ccc(-c3ncc(C(=O)NC4CCN(Cc5ccccc5)CC4)s3)cc2)CC1
-12	56*	c1nc2nc(Nc3ccc(N4CCOCC4)cc3)nc(NC3CC3)c2[nH]1
10	-7	COc1ccc(CCNc2nc(N3CCc4ccccc4C3)nc3nc[nH]c23)cc1
.	7	COCCn1c(C)cc(O)c(C(c2ccc(OC)c(OC)c2)N2CCC(C)CC2)c1=O (centres undefined)
-7	7	O=C(NCCCN1CCCC1=O)C1CCN(c2ccc(Nc3ccc(N4CCOCC4)cc3)nn2)CC1
10	-7	COc1ccc(CCNc2cc(-c3c(C)noc3C)nc(N)n2)cc1
-18	2	CC(C)N(CCNC(=O)c1cccc(-c2cccc(N)c2)n1)C(C)C
.	10	COc1cccc(C(=O)NNS(=O)(=O)c2ccccc2)c1
2	-20	c1ccc(OCCNc2nc(N3CCN(c4ccccn4)CC3)nc3nc[nH]c23)cc1
8	-8	CC(=O)Nc1ccc(Nc2nc(N3CCc4ccccc4C3)nc3c2ncn3-c2ccccc2)cc1
26	7	COc1ccc(-c2nccc(Nc3ccc(N4CCOCC4)cc3)n2)cc1
.	-6	C[C@H](N)C(=O)N[C@@H](C)P(=O)(O)O
.	-12	Cc1ccc(S(=O)(=O)N(CCc2ccccc2)CC(=O)N/N=C/c2ccco2)cc1
-15	4	CCCNc1cc(C)nc(NC2CCN(Cc3ccccc3)CC2)n1
-16	-22	Cc1cc(NCc2ccccc2)nc(Nc2ccc(C(F)(F)F)cc2)n1
-5	0	CN1CCN(C(=O)c2ccc(-c3nc(Nc4ccccc4)c4[nH]cnc4n3)cc2)CC1
.	-19	NCC(=O)CCC(=O)O

Single records, as listed above. Order of screens: ASK1 primary, ULK1 inh
Entry for `CN1CCN(C(=O)c2ccc(-c3nc(Nc4ccccc4)c4[nH]cnc4n3)cc2)CC1` → -5, 0
Entry for `Cc1cc(NCc2ccccc2)nc(Nc2ccc(C(F)(F)F)cc2)n1` → -16, -22
Entry for `COc1ccc(-c2nccc(Nc3ccc(N4CCOCC4)cc3)n2)cc1` → 26, 7
